HepG2 tox – kills HepG2 cells in TGF-b inhibitor counter-screen; hit rate 0.76% among 410,000; Potency, µM (highest dose often 46.1 µM), for the others: top-dose activity change, negative = cytotoxicity, most hits filed as cytotoxic; HepG2 CAGA-GFP viability, ATP luminescence, 18 h; also: some results filed as inactive show a strong effect at the top dose
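HepG2 CAGA-GFP cells (1000/well, DMEM with 1% FBS) received compound, then TGF-beta at 500 pg/mL final, and were incubated 18 hours at 37 degrees C. Viability was read by CellTiter-Glo luminescence. Media-only wells were set as complete cell-killing and DMSO as no toxicity.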
Nrf2 activator – activators of Nrf2 (ARE) signaling; AREc32 ARE-luciferase reporter (MCF7-derived line), luminescence, 24 h; Potency, µM (top dose mostly 46.1 µM), inactives show at the highest dose activation, actives largely listed as activators; hit rate 0.31% among 410,000; also: % of control where 0% means no effect; nearly all actives have a fitted effect of over 65% in size
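Luciferase luminescence (Steady-Glo, 30 min at room temperature) served as the read-out of ARE activation in AREc32 cells treated with compounds for 24 hr at 37 deg C.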
A549 tox – kills or reduces viability of A549 cells in Nrf2 counter-screen | AID 504648 | hit rate 0.16% among 390,000 | Potency, µM (top dose mostly 46 µM), without a hit: top-dose activity change, negative = cytotoxicity, most hits filed as inhibitors | A549 ARE-Fluc cells, CellTiter-Fluor viability, 18-24 h; also: % is scaled to controls: 0 for no effect and ±100 for the full control effect
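Cytotoxicity counterscreen: CellTiter-Fluor fluorescence was measured in A549 ARE_Fluc cells after 18-24 h of compound exposure in a concentration series. The subsequent BugLite luminescent read reports ARE-luciferase activity.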
TGFb inhibitor – blocks TGF-b signaling. Potency, µM (doses to about 46.1 µM), for the others: top-dose activity, negative = inhibition, actives largely listed as inhibitors. AID 588855. HepG2 CAGA-GFP TGF-b/SMAD3 reporter, GFP fluorescence, 18 h; TGF-beta stimulated, 500 pg/mL final. hit rate 1.2% among 410,000; also: % is scaled to controls: 0 for no effect and ±100 for the full control effect; nearly all actives have a fitted effect of over 65% in size
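Inhibition was scored as loss of TGF-beta-induced (500 pg/mL final, 18 hours, 37 degrees C) GFP in HEPG2 cells carrying a CAGA-GFP reporter, in DMEM with 1% FBS. Well GFP was summed per cell; Activity was normalised to unstimulated and stimulated DMSO wells, then concentration-response fitting.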
S2 tox – viability counter-screen for ATXN expression inhibitors; Potency, µM (series often up to 56.7 µM), actives largely listed as cytotoxic; AID 651635; hit rate 0.49% among 400,000; S2 cells (HEK-293 line with an ATXN2-luciferase reporter) viability, CellTiter-Fluor protease fluorescence, 24 h; also: nearly all actives have a fitted effect of over 40% in size
ATXN2 expr inh – inhibitors of ATXN2 expression; hit rate 0.72% among 360,000; Potency, µM (series often up to 57 µM), for the others: at the top dose activity change, negative = inhibition, actives largely listed as inhibitors; HEK-293 ATXN2-luciferase reporter, luminescence, 24 h; AID 1745845; also: % is scaled to controls: 0 for no effect and ±100 for the full control effect; nearly all actives have a fitted effect of over 55% in size
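ATXN2-luciferase reporter cells (luciferase flanked by upstream and downstream ATXN2 gene portions) were treated 24 h at 37 °C with compounds at up to 57 uM. SteadyGlo luminescence gave expression; GF-AFC fluorescence gave viability.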
Nrf2 block – blocks Nrf2 signaling | hit rate 2.1% among 360,000 | A549 ARE-Fluc reporter, luciferase luminescence, 18-24 h | Potency, µM (series often up to 46 µM), for the others: at the highest dose activity change, negative = inhibition, most hits filed as inhibitors; also: % is scaled to controls: 0 for no effect and ±100 for the full control effect; nearly all actives have a fitted effect of over 60% in size
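Nrf2 activity is the BugLite luminescence, read 15 min after reagent at room temperature, following CellTiter-Fluor cytotoxicity readout (30 min, 37C). Compound titrations were applied for 18-24 h to 5000 A549 ARE_Fluc cells/well in 5% FBS OPTI-MEM.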
MCF10A rereplic – induces DNA re-replication in MCF 10a normal breast cells; MCF 10A DNA re-replication, Hoechst nuclear intensity, 48 h; Potency, µM (titrated, usually from 46.1 µM), without a hit: at the top dose activity, positive = re-replication, most hits filed as activators; hit rate 2.9% among 350,000; AID 624296; also: % of control where 0% means no effect; nearly all actives have a fitted effect of over 50% in size
EPAC2 antag – EPAC2 (human) antagonism; Q8WZA2; EPAC2 GEF exchange of Rap1B-BODIPY-GDP, fluorescence; Potency, µM (series often up to 114 µM), without a hit: top-dose activity, negative = inhibition, usual class: inhibitors; hit rate 0.18% among 360,000; AID 720708; also: % is scaled to controls: 0 for no effect and ±100 for the full control effect; nearly all actives have a fitted effect of over 45% in size; many of its hits are not listed in these tables
Target sequence (Q8WZA2 whole entry, looked up): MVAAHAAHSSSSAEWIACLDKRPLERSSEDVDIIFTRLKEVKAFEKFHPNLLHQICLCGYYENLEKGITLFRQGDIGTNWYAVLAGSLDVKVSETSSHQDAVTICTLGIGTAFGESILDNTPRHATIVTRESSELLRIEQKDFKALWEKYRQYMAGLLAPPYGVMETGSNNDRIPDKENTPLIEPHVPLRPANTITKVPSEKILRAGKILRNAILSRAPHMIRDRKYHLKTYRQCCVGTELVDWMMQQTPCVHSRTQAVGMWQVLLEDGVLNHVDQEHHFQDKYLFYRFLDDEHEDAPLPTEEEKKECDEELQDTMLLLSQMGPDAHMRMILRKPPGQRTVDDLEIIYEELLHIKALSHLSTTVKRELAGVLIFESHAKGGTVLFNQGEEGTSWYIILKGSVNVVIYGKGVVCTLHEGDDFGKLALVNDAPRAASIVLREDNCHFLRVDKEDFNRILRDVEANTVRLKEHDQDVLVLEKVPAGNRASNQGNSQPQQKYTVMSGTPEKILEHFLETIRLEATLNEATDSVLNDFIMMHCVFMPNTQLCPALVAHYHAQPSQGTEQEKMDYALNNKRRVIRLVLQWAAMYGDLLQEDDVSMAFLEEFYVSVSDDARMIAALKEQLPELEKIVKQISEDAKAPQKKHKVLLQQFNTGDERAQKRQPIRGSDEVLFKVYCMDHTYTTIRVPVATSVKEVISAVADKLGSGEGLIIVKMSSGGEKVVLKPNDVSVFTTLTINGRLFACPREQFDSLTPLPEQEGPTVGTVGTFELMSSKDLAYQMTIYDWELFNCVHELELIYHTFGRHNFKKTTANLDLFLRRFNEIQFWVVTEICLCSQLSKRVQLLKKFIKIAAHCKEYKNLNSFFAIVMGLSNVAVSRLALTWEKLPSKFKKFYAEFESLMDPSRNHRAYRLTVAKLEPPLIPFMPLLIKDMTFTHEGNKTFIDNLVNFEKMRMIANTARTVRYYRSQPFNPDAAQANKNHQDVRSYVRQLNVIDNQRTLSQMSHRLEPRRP
Starred values were filed as active, the others as inactive; i = inactive; ? = inconclusive; / = no result given; & = joins results of further samples; [ ] = dose if it differs, or a comment. Calls follow the shape of the dose curve; as a rule, active = well fitted curve in the direction sought with a large enough effect; inconclusive = small, poorly fitted or top-dose-only effect, or another doubt; inactive = no such curve, though single readings can be large; an effect the other way counts as inactive or inconclusive. Potency is read from the fitted curve at half-maximal effect. Only part of the results is shown (hit frequency here may not be typical).

The first 8 entries, ahead of the listing:
SMILES	HepG2 tox	Nrf2 activator	A549 tox	TGFb inhibitor	S2 tox	ATXN2 expr inh	Nrf2 block	MCF10A rereplic	EPAC2 antag
CCNC(=O)COC(=O)c1cc(-c2ccc(OC)cc2)nc2ccccc12	-24%	-0.7%	-13%[1.84 µM]	0%	i	-6%	-13%	4%	1%
COc1ccc(CNC(=O)N2CCc3ccccc3C2)cc1Cl	-5%	0.7%	-1%	0%	i	8%	11%	9%	4%
C#CCn1c(=NC(=O)CSCC(=O)N2CCOCC2)sc2ccccc21	-9%	6.2%	-12%	-2%	i	/	-9%	-39%&13%[inhibitor]	2%
O=C(CC1SC(N2CCCCC2)=NC1=O)Nc1ccc(C(=O)NCCc2ccc(F)cc2)cc1 (configuration not stated)	-15%	2.5%	9%	-3%	i	-8%	?	22%	9%
Cc1cnc(NC(=O)CSc2ccccc2)s1	6%	-0.6%	-7%	-5%	i	10%	2%	-2%	-8%
CS(=O)(=O)N(CCc1ccccc1)CC(=O)NCc1ccc(Cl)cc1	1%	-0.7%	-2%	-9%	i	-27%[11.3 µM]	-11%	0%	-2%
COC(=O)C(CC(=O)c1ccc(Cl)cc1)c1ccc(C(C)C)cc1 (configuration not stated)	13%	5.1%	11%	4%	i	36%	/	11%	-5%
O=C(CN1CCN(c2ccccc2O)CC1)Nc1ccnn1C1CCCC1	-13%	-0.3%	1%	-9%	i	-20%	?	5%	3%

All compounds of this part, previewed entries included:
SMILES	HepG2 tox	Nrf2 activator	A549 tox	TGFb inhibitor	S2 tox	ATXN2 expr inh	Nrf2 block	MCF10A rereplic	EPAC2 antag
CCNC(=O)COC(=O)c1cc(-c2ccc(OC)cc2)nc2ccccc12	-24%	-0.7%	-13%[1.84 µM]	0%	i	-6%	-13%	4%	1%
COc1ccc(CNC(=O)N2CCc3ccccc3C2)cc1Cl	-5%	0.7%	-1%	0%	i	8%	11%	9%	4%
C#CCn1c(=NC(=O)CSCC(=O)N2CCOCC2)sc2ccccc21	-9%	6.2%	-12%	-2%	i	/	-9%	-39%&13%[inhibitor]	2%
O=C(CC1SC(N2CCCCC2)=NC1=O)Nc1ccc(C(=O)NCCc2ccc(F)cc2)cc1 (configuration not stated)	-15%	2.5%	9%	-3%	i	-8%	?	22%	9%
Cc1cnc(NC(=O)CSc2ccccc2)s1	6%	-0.6%	-7%	-5%	i	10%	2%	-2%	-8%
CS(=O)(=O)N(CCc1ccccc1)CC(=O)NCc1ccc(Cl)cc1	1%	-0.7%	-2%	-9%	i	-27%[11.3 µM]	-11%	0%	-2%
COC(=O)C(CC(=O)c1ccc(Cl)cc1)c1ccc(C(C)C)cc1 (configuration not stated)	13%	5.1%	11%	4%	i	36%	/	11%	-5%
O=C(CN1CCN(c2ccccc2O)CC1)Nc1ccnn1C1CCCC1	-13%	-0.3%	1%	-9%	i	-20%	?	5%	3%
CCOC(=O)C1=C(C)NC(=O)/C1=C\N(C)C	6%	-0.3%	-6%	5%	i	-24%[11.3 µM]	?	-1%	3%
COC(=O)c1ccccc1SC1CC(=O)N(c2cccc(C)c2)C1=O (configuration not stated)	1%	22%	0%	1%	?	7%	-1%	19%	9%
COc1ccccc1C(=O)N/C(=C\c1ccc(Br)cc1)C(=O)NCCO	-14%	-0.1%	0%	-9%	i	4%	12%	-1%	5%
Cc1ccc(-c2csc(NC(=O)CCNC(=O)c3ccccc3Cl)n2)cc1	-21%	7.2%	-6%	?	?	/	23µM*	?	-15%
Cc1nc(NC(=O)c2ccco2)sc1C(=O)Nc1ccc(Br)cc1	-24%	?	-4%	?	i	-11%	?	23µM*	10%
CCOc1ccc(NC(=O)c2sc3nc(N4CCOCC4)c4c(c3c2N)CCCC4)cc1	3%	-0.8%	2%	-6%	i	-10%	-8%	23µM*	-1%
O=[N+]([O-])c1cccc(Cl)c1NCCNS(=O)(=O)c1ccccc1	-21%	2.1%	-9%	-1%	i	-17%	11%	-3%	3%
Cc1ccc(C)c(NC(=O)CSc2nc(C)cc(C)c2C#N)c1	-4%	0.1%	1%	2%	i	-16%	-10%	5%	-2%
OC(COc1ccccc1)CN1CCCCCC1 (configuration not stated)	-16%	4.1%	2%	-3%	i	9%	2%	?	5%
COc1ccc(-c2noc(CN(C)C(=O)CCN3C(=O)[C@H]4CC=CC[C@H]4C3=O)n2)cc1	-8%	0.0%	-6%	2%	i	-1%	13%	8%	5%
Cc1cccc(CSCC(=O)NCc2ccc(S(N)(=O)=O)cc2)c1	24%	-0.7%	-1%	0%	i	-7%	6%	-1%	-1%
Cc1cc(=O)oc2c(C)c(OCC(=O)NCC3CCC(C(=O)O)CC3)ccc12 (configuration not stated)	0%	-0.1%	0%	4%	i	4%	-7%	4%	6%
CC(=O)c1cccc(N(CC(=O)Nc2ccc(F)cc2)S(C)(=O)=O)c1	6%	1.3%	1%	-7%	i	11%	-4%	-4%	-1%
CCNC(=O)C1(C)CCCN(C(=O)c2ccc3ccccc3n2)C1 (configuration not stated)	5%	-0.4%[9.22 µM]	/	-9%	i	-1%	/	/	10%
CCC(CC)=N/N=C/c1c(O)n(CC)c2cc(C3=NNC(=O)CC3)ccc12	16%	4.2%	-4%	12%	i	-7%	/	5%	-7%
O=C(c1ccc(Cn2ccc([N+](=O)[O-])n2)cc1)N1CCN(Cc2ccccc2)CC1	-1%	3.4%	-1%	?	?	-38%	?	1%	6%
Cc1ccc(S(=O)(=O)Cn2nnnc2C(CC(C)C)N2CCN(C(=O)c3ccco3)CC2)cc1 (configuration not stated)	-9%	0.0%	-3%	0%	i	11%	0%	-4%&-15%	-3%
The listing continues.
SMILES	HepG2 tox	Nrf2 activator	A549 tox	TGFb inhibitor	S2 tox	ATXN2 expr inh	Nrf2 block	MCF10A rereplic	EPAC2 antag
Cc1ccc(NC(=O)CSc2nn(-c3ccc(Cl)cc3)c(=S)s2)cc1S(=O)(=O)N(C)C	-16%	0.0%[9.22 µM]	-13%	?	i	-33%	?	13%	1%
CCN1CCc2c(OCC(=O)Nc3cccc(C)c3)cccc2C1=O	6%	0.0%	-2%	-2%	i	/	5%	-2%	-1%
COc1ccc(CCNC(=O)CC2SC(=NCCC(C)C)NC2=O)cc1OC (configuration not stated)	2%	0.4%	-6%	3%	?	-14%	4%	1%	8%
Nc1cccc2c(O)cc(S(=O)(=O)O)cc12	-11%	-0.4%	6%	23%	i	-9%	-3%	-57%[inhibitor]	-30%
N#CC1(NC(=O)COC(=O)Cn2[nH]c(=O)c3ccccc3c2=O)CCCCC1	0%	0.0%	0%	1%	i	-9%	-5%	-1%	7%
CCCc1nnc(NC(=O)CCC(=O)N2CCN(c3ccccn3)CC2)s1	-4%	0.3%	1%	4%	i	12%	15%	-7%	17%
Cc1cccc2cc3ccccc3nc12	5%&5%	0.2%	0%	13%&-4%	i	1%	-3%	2%	-13%
COc1ccc(OC)c(/C=N/NC(=O)c2ccncc2)c1	-50%	2.8%	-7%	21%	i	1%	-8%	3%	9%
Cn1cccc1C(=O)NC(=O)COC(=O)CNC(=O)c1ccc(Cl)cc1Cl	11%	-1.1%	2%	-25%	i	1%[11.3 µM]	2.6µM*	2%	3%
CCC(Oc1ccc(Br)cc1Cl)C(=O)Nc1nnc(C2CC2)s1 (configuration not stated)	15%	-0.2%	-9%	?	i	6%	-24%	?	?
CC1CCCCC1NC(=O)CSc1nnc(-c2ccccc2)n1N (configuration not stated)	-18%	0.3%	-3%	-5%	i	-7%	7%	0%	-1%
Cc1nn(CC(=O)c2cccc(Cl)c2)c(C)c1[N+](=O)[O-]	-3%	15%	1%	-7%	i	14%	23%	-11%	8%
COc1cc(CNCc2ccccn2)ccc1OCc1ccc(Cl)cc1Cl	-70%	8.8%	3%	?	i	-23%	-17%	20%	-1%
COc1ccc([N+](=O)[O-])cc1NC(=O)CSCc1ccccc1C	-7%	2.3%[9.22 µM]	14%	-23%	i	5%	-25%	-1%	-1%
CC(Sc1ccc2ccccc2c1)C(=O)NC(N)=O (configuration not stated)	6%	0.0%	1%	8%	i	-3%	-6%	-1%	4%
CN1c2ccccc2Oc2nnc(Cl)cc21	-3%	2.3%	1%	-10%	/	-34%[11.3 µM]	-2%	-1%	1%
COc1ccccc1Nc1cc(C)nc2c(C)ccc([N+](=O)[O-])c12	-12%	7.3%	4%	0%	i	-9%	13%	?	?
CCOC(=O)c1ccc(NC(=O)c2ccc(NS(C)(=O)=O)cc2)cc1	-14%	0.2%	-1%	0%	i	2%	?	-11%	3%
CC(CC12CC3CC(CC(C3)C1)C2)NCc1ccccc1O (configuration not stated)	16µM*	-1.2%	20%	18µM*	?	-53%	24%	?	7%
Oc1ccccc1CN1CCC(C(O)(c2ccccc2)c2ccccc2)CC1	-29%	5.2%	-3%	-6%	i	4%	6%	2%	-7%
O=C(N/N=C/c1ccc2c(c1)OCO2)c1ccc(Br)o1	-25%	5.0%	5%	0%	i	40%[activator]	?	4%	-1%
O=C(NCC1CCCO1)c1cn(-c2ccccc2)nc1-c1ccccc1 (configuration not stated)	-23%	4.8%	2%	10%	i	22%	4%	0%	19%
O=C1c2ccccc2NC2(CCCC2)N1O	-1%	0.0%	-5%	12%	i	-37%	/	14%	-7%
CC(C)=N/N=C1/NC(=O)C(Cc2ccccc2)S1 (configuration not stated)	-43%	-0.6%	-4%	-27%	i	-28%	-17%	?	-5%
COc1ccccc1/C=C/C(=O)NC(=S)Nc1ccccn1	-17%	?	2%	3%	i	/	?	1%	13%
CC1(c2ccc(OC(F)F)cc2)NC(=O)N(CC(=O)Nc2ccc3[nH]c(=O)[nH]c3c2)C1=O (configuration not stated)	1%	0.3%	4%	-6%	i	-7%	5%	3%	-3%
CCOC(=O)N/N=C(\C)c1ccc(Br)cc1	-16%	0.2%	-4%	-11%	i	57%[activator]	4%	1%	8%
CCCN(CCC)S(=O)(=O)c1cc2c3c(c1)CCN3C(=O)CC2	4%	0.2%	2%	10%	i	8%	-17%	-2%	2%
O=C(CN(Cc1ccccc1)C(=O)c1csnn1)NCc1ccc2c(c1)OCO2	-1%	-0.8%	2%	-9%	i	-10%	5%	-1%	-8%

Source: PubChem
